D2 antag: antagonizes the human D2 dopamine receptor. P14416. HEK293 TREx D2 cells, calcium flux, dopamine EC80. inhibition, % at 10 µM. 2% of 340,000 active. AID 485344; in the data active = inhibition above about 30%; note: 0% is about no effect
Target sequence (P14416 whole entry, looked up): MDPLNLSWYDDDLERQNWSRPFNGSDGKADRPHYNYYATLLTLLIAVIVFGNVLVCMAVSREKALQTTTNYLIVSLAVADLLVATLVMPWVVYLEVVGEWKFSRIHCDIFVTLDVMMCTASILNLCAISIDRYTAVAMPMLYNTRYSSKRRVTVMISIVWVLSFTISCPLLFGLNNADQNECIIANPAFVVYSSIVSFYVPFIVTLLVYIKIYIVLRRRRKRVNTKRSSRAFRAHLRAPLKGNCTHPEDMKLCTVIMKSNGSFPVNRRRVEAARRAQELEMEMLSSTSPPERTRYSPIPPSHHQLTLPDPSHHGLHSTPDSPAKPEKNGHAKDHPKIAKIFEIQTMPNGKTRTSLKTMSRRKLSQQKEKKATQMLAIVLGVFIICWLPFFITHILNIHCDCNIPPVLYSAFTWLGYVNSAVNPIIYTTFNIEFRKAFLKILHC
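Antagonism is scored as inhibition of an EC80 dopamine-evoked calcium signal in a force-coupled, tetracycline-inducible HEK293 T-REx D2 line, with compound present 180 s before agonist.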
Vif-APOBEC3G blk: inhibitors of Vif-APOBEC3G interaction. Q9HC16. HeLa A3G-eYFP + Vif (tagged APOBEC3G with the HIV-1 protein that degrades it), YFP fluorescence, overnight. Potency, µM (highest dose often 46.1 µM), for the others: at the top dose activity, negative = active, most hits filed as inhibitors. 0.076% of 410,000 active. AID 602310;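 note: potency is the fitted concentration of half-maximal effect; % is set by controls: 0 for no effect and ±100 for the full control effect; nearly all actives have a fitted effect of over 60% in size; hits raise eYFP signal because A3G escapes Vif-driven loss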
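Read-out is eYFP fluorescence (Ex 488/Em 500-530) from Vif-expressing HeLa A3G-eYFP cells; more signal means A3G escaped Vif-mediated degradation. Cells plated overnight, compound pinned in, incubated overnight at 37 deg C.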
D2 ag: activates the human D2 dopamine receptor | activation, % at 2 µM | HEK293 T-REx D2 cells, calcium flux agonist mode | AID 485358 | 0.53% of 340,000 active;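 active = activation over 3 SD above normal in the single-dose calcium agonist read, cut at about 30% in these data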; note: 0% is about no effect
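Agonism is scored from calcium flux in a force-coupled, inducible HEK293 cell line expressing D2, read kinetically for 180 s after compound addition against dopamine controls.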
Glioma ERSR ind: induces the endoplasmic reticulum stress response in human glioma cells. Potency, µM, for inactives: at the top dose activation, hits mostly activators. 0.02% of 420,000 active. U87-MG GRP78 promoter luciferase reporter, 16 h; note: potency is the fitted concentration of half-maximal effect; series mostly up to about 76 µM; % of control where 0% means no effect; nearly all actives have a fitted effect of over 35% in size
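ERSR induction read as luciferase luminescence (Bright-Glo, 10 min at room temperature) in stably transfected human U87-MG glioma cells exposed to compounds for 16 h, using GRP78 as sensor.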
Vif-A3F inh: Vif-A3F binding inhibition | AID 602313 | HeLa A3F-eYFP + Vif (tagged APOBEC3F with the HIV-1 protein that degrades it), YFP fluorescence increase | Potency, µM (highest dose often 46.1 µM), for inactives: top-dose activity, negative = active | 0.2% of 390,000 active; note: potency is the fitted concentration of half-maximal effect; % of control where 0% means no effect; nearly all actives have a fitted effect of over 65% in size
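Fluorescence increase (Ex 488/Em 500-530) after overnight compound treatment at 37 deg C flags inhibition of Vif-driven A3F-eYFP loss in stable HeLa A3F-eYFP/Vif cells seeded overnight beforehand.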
RGS4 inh: blocks human RGS4-accelerated GTP hydrolysis; 0.039% of 390,000 active; P49798; Transcreener GDP fluorescence polarization, RGS4-accelerated GTP hydrolysis; Potency, µM (doses to about 114 µM), without a hit: top-dose activity change, negative = inhibition, most hits filed as inhibitors; note: potency is the fitted concentration of half-maximal effect; % is set by controls: 0 for no effect and ±100 for the full control effect; nearly all actives have a fitted effect of over 75% in size; some results filed as inactive show a strong effect at the top dose
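MLSMR compounds (23 nl, pin-transferred) preincubated 10 min at room temperature with a 500nM (2x) first reagent, then RGS4 at 900nM (2x) plus Transcreener GDP mix added; fluorescence polarization (620/688 nm) read before and after 90 min at 30 °C.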
ERG Ets-DNA blk: inhibitors of human ERG Ets domain-DNA interaction. P11308. fluorescence polarization, His-ERG Ets domain / labelled DNA. 0.028% of 370,000 active. Potency, µM (doses to about 76.9 µM), for inactives: at the top dose FP activity, negative = inhibition, actives largely listed as inhibitors; active = well fitted inhibition curve with a large enough effect in the polarisation, with a control signal flat; inconclusive = small, poorly fitted or top-dose-only effect, or effect the other way, or a change in a side signal; inactive = no such curve, though single readings can be large or run the other way; the % refers to the polarisation;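 note: polarization taken with two DNA probes labelled with fluorescein and Texas red; potency is the fitted concentration of half-maximal effect; % of control where 0% means no effect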
Target sequence (P11308 whole entry, looked up, the tested form may be a part): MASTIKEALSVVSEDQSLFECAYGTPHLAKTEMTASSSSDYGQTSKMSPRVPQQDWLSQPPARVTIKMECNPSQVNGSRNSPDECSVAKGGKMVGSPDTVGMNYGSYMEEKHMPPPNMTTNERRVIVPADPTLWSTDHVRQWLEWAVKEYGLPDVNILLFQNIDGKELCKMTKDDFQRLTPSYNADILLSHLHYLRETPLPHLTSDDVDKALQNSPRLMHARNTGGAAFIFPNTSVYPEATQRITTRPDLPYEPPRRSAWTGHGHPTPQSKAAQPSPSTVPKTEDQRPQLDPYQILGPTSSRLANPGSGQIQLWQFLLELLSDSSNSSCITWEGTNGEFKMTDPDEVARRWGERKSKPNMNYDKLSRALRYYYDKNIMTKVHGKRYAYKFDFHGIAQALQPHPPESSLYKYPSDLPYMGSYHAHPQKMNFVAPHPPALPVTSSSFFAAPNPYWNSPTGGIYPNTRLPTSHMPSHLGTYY
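His-tagged ERG Ets domain (1 uM in the protein solution; 300mM KCl, 50mM Tris-HCl, 1mM EDTA, 1mM DTT, pH 7.5) received compound, then a probe mix of 5 nM fluorescein-DNA and 100nM Texas-615-DNA. Fluorescence polarization was read for both dyes.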
LDHA block: inhibitors of human lactate dehydrogenase A | P00338 | AID 1347041 | 0.15% of 480,000 active | activity change, % (values are at about 110 or 230 µM) | purified LDHA, NADH/diaphorase-resazurin fluorescence; stronger effect = lower value; in the data active = activity change below about -30%; inconclusive = mostly about -25% to -30%;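 note: plate controls were DMSO wells for no effect and wells without enzyme for full effect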
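Resorufin fluorescence (ex540/em590), read at 0 and 20 min after diaphorase/resazurin addition, reports the NADH left after a 5 min room-temperature reaction of 2 nM human LDH5 with 0.06 mM NADH and 0.2 mM pyruvate.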
ALOX12 inh: ALOX12 (human) lipoxygenase inhibition. P18054. purified 12hLO, xylenol orange hydroperoxide absorbance. Potency, µM (series often up to 108 µM), without a hit: top-dose activity change, negative = inhibition, most hits filed as inhibitors. 1.1% of 580,000 active; note: potency is the fitted concentration of half-maximal effect; % is set by controls: 0 for no effect and ±100 for the full control effect
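Purified human 12hLO at 150 nM in 25 mM Hepes, 0.01% Triton X-100, pH 7.0, preincubated 15 min at room temperature with compound. Reaction started with 40 uM arachidonic acid, 30 min at room temperature. Hydroperoxide measured by Fe-xylenol orange, 573/405 nm absorbance ratio.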
* = called active by the depositor; ? = inconclusive; nt = no result given; & = joins results of further samples; [ ] = dose if it differs, or a comment. Unless noted, calls come from the whole dose curve; as a rule, active = well fitted curve in the direction sought with a large enough effect; inconclusive = small, poorly fitted or top-dose-only effect, or another doubt; inactive = no such curve, though single readings can be large; an effect the other way counts as inactive or inconclusive. The list is partial; the hit share may differ from the screen's.

A first look:
Every second line gives: ERG Ets-DNA blk, Vif-A3F inh, Vif-APOBEC3G blk, D2 antag, Glioma ERSR ind, RGS4 inh, D2 ag, ALOX12 inh, LDHA block
CC(O)CSc1nc2c(c(=O)n(C)c(=O)n2C)n1CCCc1ccccc1 (stereo not given)
→ -2.4%, 1.6%, 5.9%, 13.5, -0.1%, 11.0%, -2.0, -5.2%, 0.5
CCN(CC)CCN1C(=O)c2oc3ccccc3c(=O)c2C1c1ccccc1 (stereo not given)
→ 9.3%, -3.2%, 3.0%, nt, -4.6%, -11.8%, nt, nt, -3.7
C=CCN1CCN(c2ccncc2S(=O)(=O)N2CCN(C)CC2)CC1
→ nt, -7.5%, -1.4%, nt, -2.0%, nt, nt, -7.1%, -5.6

This part in full, previewed entries included:
Every second line gives: ERG Ets-DNA blk, Vif-A3F inh, Vif-APOBEC3G blk, D2 antag, Glioma ERSR ind, RGS4 inh, D2 ag, ALOX12 inh, LDHA block
CC(O)CSc1nc2c(c(=O)n(C)c(=O)n2C)n1CCCc1ccccc1 (stereo not given)
→ -2.4%, 1.6%, 5.9%, 13.5, -0.1%, 11.0%, -2.0, -5.2%, 0.5
CCN(CC)CCN1C(=O)c2oc3ccccc3c(=O)c2C1c1ccccc1 (stereo not given)
→ 9.3%, -3.2%, 3.0%, nt, -4.6%, -11.8%, nt, nt, -3.7
C=CCN1CCN(c2ccncc2S(=O)(=O)N2CCN(C)CC2)CC1
→ nt, -7.5%, -1.4%, nt, -2.0%, nt, nt, -7.1%, -5.6
Cc1sc2ncnc(Sc3nnnn3-c3ccccc3)c2c1C
→ nt, -7.1%, -12.2%&-1.2%, -13.0, -5.2%&-4.6%, -11.7%, -0.2, -17.7%, -1.5&-9.5
COc1ccc(NC(=O)NCc2c(-n3cccc3)sc3c2CCCC3)c(OC)c1
→ 0.4%, 1.3%, -1.7%, nt, -2.7%, -8.2%, -0.9, -16.4%, -1.3
CCOC(=O)CSc1ccc(C(=O)NCCN2CCOCC2)cc1[N+](=O)[O-]
→ -3.0%, 2.7%, 10.9%, 11.4, -1.1%, -5.3%, -0.4, -7.5%, -3.0
OC1(C#CCCN2CCCCC2)c2ccccc2-c2ccccc21
→ 1.5%, 2.3%, 3.6%, -22.9, -1.6%, -0.1%, -0.4, -13.2%, -3.1
Cc1nn(CCC#N)c(NC(=O)c2ccc(Cl)cc2)c1P(=O)(Nc1ccc([N+](=O)[O-])cc1)N1CCOCC1 (stereo not given)
→ 1.5%, -5.8%, 1.1%, 6.2, -3.2%, 41.2%, 0.7, -4.9%, -3.0
CC(C)C(NC(=O)/C(=C\c1ccco1)NC(=O)c1ccco1)C(=O)O (stereo not given)
→ -4.9%, 1.7%, -0.3%, 0.9, -0.4%, 0.3%, 0.4, ?, 0.0
CCC(=O)N1CCN(c2nc3ccccc3s2)CC1
→ 0.6%, -10.4%, 0.1%, -9.5, -3.5%, 8.5%, 1.1, 139.6%[activator], -4.0
COc1ccc(C(C)=O)cc1Cn1cnc2c(cnn2C)c1=O
→ -6.9%, 4.7%, 3.2%, -1.8, -2.0%, -19.8%[11.4 µM], 0.6, -5.0%, -5.2
Cc1ccc(-c2cc(C(F)F)n3ncc(C(=O)N4CCc5ccccc5C4)c3n2)cc1
→ -1.0%, 0.1%, -2.8%, -2.2, -1.7%, -23.6%, 0.2, -7.7%, -0.1
CC(=O)Nc1ccc(S(=O)(=O)NCCSCc2ccco2)cc1
→ -2.4%, -4.0%, 1.2%, nt, -1.9%, -10.9%, nt, -11.0%[57.4 µM], -11.1
Cc1c(C(=O)NCCC#N)sc(=O)n1Cc1ccc(F)cc1
→ nt, nt, 0.5%, nt, -2.7%, nt, nt, 3.9%, -0.9
CSC(=Nc1ccc(Cl)cc1)N[n+]1ccccc1
→ 4.3%, 0.5%, -1.1%, 16.7, -4.2%, -5.7%, 0.0, ?, -2.4
Cc1ccccc1Cn1c2ccccc2c2cnn(CC(=O)NCc3ccccn3)c(=O)c21
→ -1.5%&-1.1%, -20.9%&1.8%, -16.9%&-6.4%, -0.2, -4.0%&-4.7%, 11.3%&-30.4%, 0.4, 0.0%&-5.8%, -16.3&-6.7
CCCCc1c(O)nc(N2CCN(Cc3ccccc3)CC2)[nH]c1=O
→ 8.4%, -2.1%, 1.9%, nt, -2.8%, -7.4%, nt, 1.3%, -11.6
Cc1ccc(CSc2nc(-c3ccccc3C)nc3c2Cc2c(CO)cnc(C)c2O3)cc1
→ 9.2%, 4.1%, 3.0%, nt, -0.8%, 2.5%, nt, -0.3%, 0.6
CCOc1ccc(C(=O)Nc2cc(C)on2)cc1OCC
→ -9.7%, 2.7%, 0.8%, 10.6, 2.6%, 35.2%, 0.2, 0.0%, -10.1
CC(C)C(=O)Nc1ccc2c(c1)C(=O)NC2=O
→ 12.8%, 9.4%, -1.3%, -2.6, -1.8%, 5.7%, 0.3, -6.8%, -4.9
CC(OC(=O)Cn1cc(C(F)(F)F)ccc1=O)C(=O)NC(C)c1ccc(Cl)cc1Cl (stereo not given)
→ -0.7%, 0.3%, 3.7%, -6.4, -4.6%, -17.2%, 0.5, -8.5%, 2.2
O=[N+]([O-])c1ccccc1Nc1cccnc1
→ -2.5%, -1.0%, 0.7%, nt, -3.9%, 17.8%, nt, -2.7%, -4.5
Cc1nc2ccccc2c2oc(C(=O)NCCCN3CC(C)CC(C)C3)cc12 (stereo not given)
→ -0.9%, 0.1%, 8.6%, -9.1, -0.1%, 24.4%, 2.2, -7.2%, -4.5
O=C(NCc1cccs1)c1ccc([N+](=O)[O-])cc1Cl
→ nt, -5.8%, -0.3%, -3.9, -1.6%, -34.8%, 0.0, 4.5%, -2.0
Cc1cc(C)n2cc(CSc3ccccn3)nc2n1
→ -4.3%, -19.2%, 0.4%, 5.8, -2.3%, 4.2%, 0.3, 0.9%, -0.6
O=C(CSc1cn[nH]n1)Nc1ccc(O)c(C(=O)O)c1
→ 1.4%, -4.5%, -2.5%, -8.9, -7.2%, -26.0%, 0.3, -12.8%, -1.0
COC(=O)[C@@H](NC(=O)c1ccccc1OC1CCN(S(C)(=O)=O)CC1)C(C)C
→ 6.5%, 10.4%, 0.7%, -0.3, -0.9%, 10.5%, 0.6, 2.1%, -8.2
CCOC(=O)/C(C#N)=C/c1cc2ccccc2nc1N1CCOCC1
→ 8.8%, 14.0%, -1.1%, -5.9, -1.4%, -29.2%, 0.9, -15.2%, -5.4
COc1cc(CNCc2cc(OC)c(OC)c(OC)c2)cc(OC)c1
→ 6.6%, 2.7%, 2.1%, 30.1*, -0.5%, -18.0%, -0.4, ?, -16.5
Cc1ccc(CN2CCN(CCC(C)C)C(CCO)C2)s1 (stereo not given)
→ 8.3%, 0.1%, 0.8%, 56.8*, -1.3%, 17.1%, 0.5, -9.2%, -11.6
Cc1ccc(S(=O)(=O)N2CCN(C(=O)c3cc4c(s3)CCCC4)CC2)c(C)c1
→ 4.6%, -0.4%, 1.3%, nt, 0.8%, -1.9%, nt, -1.7%, -1.7
CC1CCC2(CC1)N=C(c1ccccc1)C(=O)N2CC(=O)Nc1ccc(F)c(Cl)c1 (stereo not given)
→ -2.1%, nt, nt, nt, nt, -8.7%, -0.6, ?, -10.4
COc1cc(C(=O)NNC(=O)/C=C/c2ccco2)cc(OC)c1OC
→ 11.5%, -3.1%, -3.4%, nt, 0.1%, -33.7%, nt, -6.6%, -3.2
COC(=O)CCC(=O)N1CCC(Oc2cccc(C(=O)NCc3ccccn3)c2)CC1
→ nt, -7.4%, -0.2%, nt, -4.1%, nt, nt, -0.2%, -0.8
Cc1nc(S(=O)(=O)N2CCOCC2)c(C#N)c(C)c1Cl
→ 3.8%, nt, -0.1%, 10.2, -2.8%, ?, -0.4, 8.0%&3.1%, -5.2&-10.1
CCn1c2ccccc2c2cc(NC(=O)COC(=O)c3ccc(O)cc3)ccc21
→ 7.0%, -10.0%, -26.5%, 8.5, 5.3%, -6.0%, 0.1, 2.9%, -3.9
O=[N+]([O-])c1ccc(C=Nc2cccc3ccccc23)s1
→ 8.7%, -1.4%, ?, nt, -3.8%, -32.8%, nt, nt, 42.1
O=C(CCN1CCCCC1)NCC1OCCc2ccccc21 (stereo not given)
→ -4.8%, -3.8%, 2.4%, -7.6, -3.4%, 22.8%, -0.7, 9.5%, -6.8
COc1cc(C=NNC(=O)C(=O)Nc2cccc(Cl)c2)cc(OC)c1O
→ nt, -7.3%, -3.6%, nt, 1.4%, nt, nt, ?, 2.9
COC(=O)N/N=C/c1ccc(-c2cc(Cl)cc(Cl)c2)o1
→ 11.0%, -2.6%, -3.4%, -21.2, -0.1%, 20.5%, 0.0, -12.7%, -10.7
Cc1cc(NC(=O)c2sc(Nc3ccc(F)c(Cl)c3)nc2N)no1
→ -0.6%, -13.1%, -7.5%, -10.9, -3.2%, 2.6%, 1.2, 0.5%, -12.2
CC(=O)Nc1ccc(S(=O)(=O)NCCCc2ccccc2)cc1
→ -1.9%, 1.1%, -3.2%, nt, -4.9%, -2.4%, nt, 0.5%, -12.8
OC(COc1cccc(OCC(O)CN2CCOCC2)c1)CN1CCOCC1 (stereo not given)
→ 9.0%&11.3%, -11.7%&-8.1%, 0.7%&2.7%, -2.4, 1.7%&-3.8%, 9.3%&-13.9%, 0.3, ?, -1.2&-1.7
O=[N+]([O-])c1ccc(-[n+]2nc(-c3ccccc3)nn2-c2ccccc2)cc1
→ 2.3%, -3.5%, 2.7%, -9.2, -8.4%, -1.4%, -0.8, 0.0%, -9.8
